EBI2 block – EBI2 receptor antagonists, beta-arrestin recruitment, primary screen, cell-based, luminescence, 7a,25-OHC stimulation, uHTS; inhibition, % at 5 µM; 7a,25-OHC stimulated; G-protein coupled receptor 183 (Homo sapiens), P32249; hit rate 0.81% among 360,000; in the data active = inhibition above about 38%;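 note: enzyme fragment complementation signal reports receptor beta-arrestin coupling in cells; 0% = agonist plus DMSO wells and 100% = wells without agonist; some results beyond the cut were filed as inactive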
Target sequence (P32249 whole entry, looked up, the tested form may be a part): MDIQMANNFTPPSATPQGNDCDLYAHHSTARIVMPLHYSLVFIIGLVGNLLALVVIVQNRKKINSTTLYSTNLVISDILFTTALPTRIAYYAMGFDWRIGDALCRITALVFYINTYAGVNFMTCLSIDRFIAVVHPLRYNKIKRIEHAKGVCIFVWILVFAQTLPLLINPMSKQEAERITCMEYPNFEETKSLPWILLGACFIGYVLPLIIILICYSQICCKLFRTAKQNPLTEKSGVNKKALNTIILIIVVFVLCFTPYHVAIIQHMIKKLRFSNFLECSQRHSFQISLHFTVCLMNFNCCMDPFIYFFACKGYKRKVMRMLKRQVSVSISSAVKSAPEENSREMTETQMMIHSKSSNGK
CHOP UPR activ – activators of apoptotic CHOP UPR arm, primary screen, cell-based, CHO-CHOP luciferase reporter, luminescence, uHTS. UPR activation; percent of tunicamycin response over DMSO baseline. hit rate 0.34% among 330,000. activation, % at 10 µM;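 active = at 10 µM dose, activation of 40% or more, normalized to positive control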;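 note: 100% = tunicamycin at 10 µg/mL and 0% = DMSO alone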
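System: CHO-CHOP luciferase reporter cell line | Buffer or medium: F12 medium containing 10% fetal bovine serum | Doses: One dose, 10 µM in 0.5% DMSO | Times: 6 h compound exposure at 37 °C after overnight seeding | Signal: Luciferase luminescence | Read-out: % activation vs tunicamycin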
APJ ag – agonists of human apelin receptor APJ, primary screen, CHO-K1 cells, PathHunter beta-arrestin, luminescence | activation, % at 20 µM | 0% DMSO wells, 100% apelin | AID 2520, 2010 | hit rate 0.11% among 330,000;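 active = activation more than six SD over the plate average, tested at 20 µM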;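 note: 0% = DMSO alone and 100% = apelin-13 at 10 nM; some results filed as inactive read as strong as hits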
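system = engineered CHO-K1 APJ arrestin reporter cells | input = 1000 cells per well | timing = overnight seeding, 90 min compound at 25 °C, 1 h detection | measured by = enzyme-fragment complementation luminescence | read-out = beta-arrestin recruitment to APJ as agonist activity, luminescent signal | control set = negative DMSO alone, positive Apelin-13 at 10 nM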
tim23-1 inh – growth inhibitors of tim23-1 mutant yeast, primary screen, luminescence, uHTS. S. cerevisiae tim23-1 growth, BacTiter-Glo luminescence, 24 h. inhibition, % at 20 µM. hit rate 1.3% among 330,000;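 active = growth inhibition of the mutant yeast at or above 50%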;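 note: temperature-sensitive mutant grown at 25 °C; plate controls were DMSO-treated mutant yeast for no effect and medium wells lacking yeast for full effect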
UPR XBP1 act – activators of adaptive XBP1 UPR arm, primary screen, cell-based, CHO-XBP1 luciferase reporter, luminescence, uHTS. IRE1-XBP1 UPR activation; percent of tunicamycin response, DMSO as zero. activation, % at 20 µM. hit rate 0.33% among 330,000. AID 463104, 2010;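 active = versus positive control, 20 µM dose yields 30% or more activation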;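 note: 100% = tunicamycin at 10 µg/mL and 0% = DMSO only wells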
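Material: CHO cell line with stable XBP1 luciferase reporter; schedule: 16-18 h cell attachment at 37 °C, then 6 h compound exposure; signal: glow luminescence from Steady-Glo reagent; medium: serum-containing F12 medium, 10% FBS; benchmarks: tunicamycin 10 µg/mL and vehicle-only wells; read-out: percent activation relative to tunicamycin reference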
Mdm2-MdmX inh – inhibitors of human Mdm2-MdmX association, primary screen, cell-based, luminescence, split luciferase, SaOS-2, uHTS | Protein Mdm4 (Homo sapiens) + E3 ubiquitin-protein ligase Mdm2 (Homo sapiens), … | SaOS-2 split-luciferase Mdm2/MdmX complementation | inhibition, % at 8 µM | hit rate 3% among 330,000;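 active = inhibition of at least 50% at 8 µM in the primary screen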
APJ antag – antagonists of human apelin receptor APJ, primary screen, CHO-K1 cells, beta-arrestin complementation, luminescence; hit rate 0.32% among 330,000; AID 2521, 2010; inhibition, % at 20 µM; P35414;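 active = inhibition above about 40% at 20 µM, limit read from the data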;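 note: cells challenged with 10 nM apelin-13 agonist together with compound; plate controls were apelin-13 plus DMSO wells for no effect and DMSO wells lacking apelin-13 for full effect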
CCR6 antagonist – CCR6 receptor antagonists, primary screen, cell-based, CHO-K1, luminescence, beta-arrestin, uHTS | CHO-K1 CCR6 PathHunter beta-arrestin, CCL20-stimulated | AID 493098, 2011 | C-C chemokine receptor type 6 (Homo sapiens), P51684 | inhibition, % at 20 µM | hit rate 0.49% among 340,000;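 active = compounds whose inhibition of the agonist-driven luminescence signal at 20 µM reaches about 50%, limit read from the data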;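 note: cells stimulated with CCL20 at 14 nM final; plate controls were DMSO with CCL20 for no effect and DMSO without agonist for full effect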
Target sequence (P51684 whole entry, looked up): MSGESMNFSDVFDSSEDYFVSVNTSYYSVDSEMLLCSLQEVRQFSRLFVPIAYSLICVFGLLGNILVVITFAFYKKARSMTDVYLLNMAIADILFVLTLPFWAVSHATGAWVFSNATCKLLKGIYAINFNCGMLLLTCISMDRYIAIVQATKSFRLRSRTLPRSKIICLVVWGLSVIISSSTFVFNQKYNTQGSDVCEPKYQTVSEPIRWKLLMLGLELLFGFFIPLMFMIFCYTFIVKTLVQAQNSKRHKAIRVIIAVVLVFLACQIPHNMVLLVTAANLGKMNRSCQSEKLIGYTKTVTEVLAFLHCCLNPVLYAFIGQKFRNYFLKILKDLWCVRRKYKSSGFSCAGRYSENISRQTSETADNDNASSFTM
CXCR6 inh – CXCR6 receptor inhibitors, primary screen, cell-based, beta-arrestin, luminescence, CHO-K1 PathHunter, 1536-well; inhibition, % at 20 µM; C-X-C chemokine receptor type 6 (Homo sapiens), O00574; AID 602244, 2012; hit rate 0.36% among 360,000; in the data active = inhibition above about 34%, passing the limit was not always enough;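 note: antagonist mode with CXCL16 agonist at 10 nM final; 0% = 10 nM CXCL16 with DMSO and 100% = unstimulated wells without agonist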
* hit, by the source's call. Only part of the results is shown; the hit share may differ from the screen's.

SMILES	EBI2 block	CHOP UPR activ	APJ ag	tim23-1 inh	UPR XBP1 act	Mdm2-MdmX inh	APJ antag	CCR6 antagonist	CXCR6 inh
CCOC(=O)CCN(Cc1sccc1C)S(=O)(=O)c1ccc(F)cc1	14	0.2	-2	21	0	-16	-2	12	4
Cc1c(C(=O)NCCSCc2ccc(F)cc2)cnn1-c1ccc(Cl)cc1	5	1.8	-2	24	-5	9	-27	13	-3
COc1cccc(NC(=O)CN(C)C(=O)c2cc3ccccc3cc2OC)c1	-13	-0.1	-2	14	-1	1	6	2	1
CCCn1c(=N)c(C(=O)NCC2CCCO2)cc2c(=O)n3cccc(C)c3nc21 (configuration not stated)	-1	-2.1	-9	8	-1	-26	5	6	0
O=C(O)C1=C[C@H](c2ccc(F)cc2)C[C@H](OCCCCO)O1	-11	1.1	4	23	-2	1	12	0	-2
COc1ccccc1/C=C/C(=O)N1CCOCC1	7	0.1	1	16	0	16	-9	4	-4
O=C(Nc1cccc(C(F)(F)F)c1)C1CCCO1 (configuration not stated)	-8	-0.8	-1	8	-1	-8	-19	-1	0
Cc1nn(C(=O)CCC(=O)NCc2ccc(OC(C)C)cc2)c2ccccc12	-15	-1.8	2	4	-4	-12	-26	21	1
CC(O)C(=O)N/N=C/c1cccc(Cl)c1Cl (configuration not stated)	-6	-0.8	-2	0	5	17	18	0	-13
CC1(C)COC(c2cccn2Cc2ccc(F)cc2Cl)=N1	6	1.2	-3	2	0	20	17	5	4
CCN1CCN(Cc2nc3c(c(=O)n(C)c(=O)n3C)n2CC(=O)c2ccccc2)CC1	-2	4.2	8	4	-3	4	21	7	6
CCCSc1nnc(NC(=O)CCc2ccccc2)s1	-5	2.9	0	20	-1	19	-8	1	3
O=C(c1cccc(S(=O)(=O)N2CCOCC2)c1)N1CCCC(C(F)(F)F)C1 (configuration not stated)	10	-0.8	-4	15	1	20	-2	1	2
O=C(O)/C=C/S(=O)(=O)c1ccc2ccccc2c1	-3	0.7	-5	6	1	-7	-5	8	4
CN(C)c1ccc(Sc2nnc(NC(=O)Nc3ccc(Cl)cc3Cl)s2)cc1	-8	2.6	2	-2	14	79*	1	8	-14
COc1ccc(S(=O)(=O)N(C)CC(=O)N2CCN(c3ccc(F)cc3)CC2)cc1OC	-8	-1.0	-4	23	1	19	-8	3	-13
Cc1ccc(N(CC(=O)NC2CCCC2)C(=O)CCC(=O)Nc2nc(C)cs2)cc1	12	2.1	-1	9	0	8	16	11	5
CCOCCN(C=O)c1cccc(OC)c1	-2	0.1	0	-4	-1	4	-9	8	-11
CCCSc1ccc([C@@H]2[C@H]3C(=O)N(C)C(=O)[C@H]3[C@]3(C(=O)OC)CCCN23)cc1OC	-9	0.2	0	4	1	0	-1	5	1
CC1=C(C(=O)N2CCOCC2)C(c2cccs2)NC(=O)N1 (configuration not stated)	-13	-1.3	6	11	-1	24	-9	-8	3
COCCn1c(=O)[nH]c2cc(C(=O)Nc3cccc(F)c3)ccc2c1=O	-7	3.8	-7	-2	-1	-4	-6	6	20
CC(C)(C)OC(=O)N1CCC[C@H]1C(=O)Nc1ccc(S(=O)(=O)C(F)F)cc1	-3	-2.0	-3	10	-4	21	9	10	-1
COC(=O)Oc1ccc(/C=N/NS(=O)(=O)c2ccccc2)cc1OC	1	2.9	1	10	-2	-9	-13	8	-6
CN(CCCC(=O)O)S(=O)(=O)c1ccc2c(c1)C(=O)c1cc(S(=O)(=O)N(C)CCCC(=O)O)ccc1-2	-3	1.8	1	15	-2	20	1	6	-3
Cc1c(Cl)cccc1NC(=O)c1ccccc1-c1ccccc1C(=O)O	4	-1.1	-1	12	-1	4	9	5	-7
COc1ccc(NC(=O)CSc2nccn2Cc2ccc(F)cc2)cc1	2	0.0	-2	33	-3	10	-10	-6	-6
O=C(Nc1nc2c(F)cc(F)cc2s1)C1CCN(C(=O)c2ccc(F)cc2)CC1	6	4.9	-8	9	4	-21	-2	12	-20
Cc1nn2c(-c3ccccc3)ccnc2c1-c1ccccc1	6	8.4	-1	28	4	-98	15	6	1
COc1ccc(Br)cc1CNC(=O)CCC(=O)n1nc(C)c2ccccc21	2	0.3	-1	18	-4	15	5	10	-13
NC(=O)CSc1nc2scc(-c3ccco3)c2c(=O)n1-c1ccccc1	-9	0.3	-4	5	0	21	4	-1	-1

Reprinted from above (2 entries):
SMILES	EBI2 block	CHOP UPR activ	APJ ag	tim23-1 inh	UPR XBP1 act	Mdm2-MdmX inh	APJ antag	CCR6 antagonist	CXCR6 inh
COc1ccc(Br)cc1CNC(=O)CCC(=O)n1nc(C)c2ccccc21	2	0.3	-1	18	-4	15	5	10	-13
NC(=O)CSc1nc2scc(-c3ccco3)c2c(=O)n1-c1ccccc1	-9	0.3	-4	5	0	21	4	-1	-1

Next section:
SMILES	EBI2 block	CHOP UPR activ	APJ ag	tim23-1 inh	UPR XBP1 act	Mdm2-MdmX inh	APJ antag	CCR6 antagonist	CXCR6 inh
O=C1N=C(N2CCN(c3ccccc3)CC2)S/C1=C\c1ccco1	-3	-1.5	-6	12	-2	-8	11	10	-2
Fc1ccccc1NC(=S)N1CCN(Cc2ccccc2)CC1	-12	-1.5	2	3	-3	-25	-7	1	-9
CC1CC(C)CN(c2oc(-c3ccco3)nc2C#N)C1 (configuration not stated)	11	1.5	-1	46	1	0	-18	7	1
CN1CCc2c(sc3c2C(=O)NC(c2ccccn2)N3)C1 (configuration not stated)	-2	1.5	0	0	1	-7	3	15	-1
CC(=O)NCCC(=O)Nc1cc(S(=O)(=O)N2CCOCC2)ccc1N1CCCC1	-1	0.6	-6	4	-4	3	10	-5	-2
O=S(=O)(c1ccc(Br)s1)N1CCN(Cc2ccc3c(c2)OCO3)CC1	-1	0.9	-4	41	-8	9	5	18	9
Cn1ccnc1SCC(=O)c1ccc(Cl)cc1	1	6.7	-3	0	5	10	-1	11	-5
C#CC[N+]1(CC#Cc2ccc(C)cc2)CCCCC1	-2	-0.2	-4	6	0	-10	-9	7	-5
CCNS(=O)(=O)c1ccc(S(=O)(=O)N(Cc2ccccn2)C2CCCCC2)cc1	-6	-1.0	-5	24	-1	32	13	8	-3
Cc1ccc(C)c(NC(=S)N(CCc2ccncc2)C(C)C)c1	2	1.4	-2	11	-2	16	12	11	-4

Part of the list above, reformatted:
| canonical_smiles | EBI2 block | CHOP UPR activ | APJ ag | tim23-1 inh | UPR XBP1 act | Mdm2-MdmX inh | APJ antag | CCR6 antagonist | CXCR6 inh |
| --- | --- | --- | --- | --- | --- | --- | --- | --- | --- |
| O=C(Nc1nc2c(F)cc(F)cc2s1)C1CCN(C(=O)c2ccc(F)cc2)CC1 | 6 | 4.9 | -8 | 9 | 4 | -21 | -2 | 12 | -20 |
| Cc1nn2c(-c3ccccc3)ccnc2c1-c1ccccc1 | 6 | 8.4 | -1 | 28 | 4 | -98 | 15 | 6 | 1 |
| COc1ccc(Br)cc1CNC(=O)CCC(=O)n1nc(C)c2ccccc21 | 2 | 0.3 | -1 | 18 | -4 | 15 | 5 | 10 | -13 |
| NC(=O)CSc1nc2scc(-c3ccco3)c2c(=O)n1-c1ccccc1 | -9 | 0.3 | -4 | 5 | 0 | 21 | 4 | -1 | -1 |
| O=C1N=C(N2CCN(c3ccccc3)CC2)S/C1=C\c1ccco1 | -3 | -1.5 | -6 | 12 | -2 | -8 | 11 | 10 | -2 |

Later entries:
SMILES	EBI2 block	CHOP UPR activ	APJ ag	tim23-1 inh	UPR XBP1 act	Mdm2-MdmX inh	APJ antag	CCR6 antagonist	CXCR6 inh
O=C(/C=C/c1ccccc1)N1CCN(CCN2C(=O)c3cccc4cccc(c34)C2=O)CC1	92*	4.4	-2	36	-1	-15	-1	19	10
O=C(c1cccc(Br)c1)N1CCN(c2cnn(-c3ccccc3)c(=O)c2Cl)CC1	12	1.5	-3	23	-5	-9	-1	17	-6
Cc1ccc(Cn2cccc2/C=C2/C(=N)N3C=CSC3=NC2=O)cc1	-7	2.6	-2	-1	14	9	15	15	-5
CCOc1ccc(OCC(=O)Nc2ccccc2C(F)(F)F)cc1	0	2.6	-3	3	-2	-14	-3	-5	-1
COc1ccc(C2=NOC(C(=O)NCc3cccnc3)C2)cc1 (configuration not stated)	1	1.8	-2	13	-4	19	29	1	-3
COCCCN(C(=S)Nc1cc(Cl)cc(Cl)c1)C(C)c1ccncc1 (configuration not stated)	2	1.1	-3	50*	-6	17	-13	12	-2
COc1cccc2c1SCc1ccccc1C2CC(N)=O (configuration not stated)	-16	0.6	-1	18	-1	-10	13	-11	-2
O=C(NCCc1ccc(Cl)cc1)c1ccc(Br)s1	15	3.7	-2	-8	5	-43	18	1	-17
COc1ccc(N(CC(=O)NCc2ccccc2C)S(=O)(=O)c2ccccc2[N+](=O)[O-])c(OC)c1	9	0.2	-4	8	-3	-19	3	33	-1
COc1ccccc1OCCNC(=O)c1cccs1	-8	3.2	-5	6	0	-24	-5	-8	0
Cn1c(=O)n(C)c2cc(/C=C(/C#N)C(=O)NCc3ccco3)ccc21	-4	1.4	1	21	1	24	0	11	-7
O=C(Nc1ccnn1C1CCN(C(=O)c2ccc(C(F)(F)F)cc2)CC1)C1CC1	-12	-2.5	0	2	-4	-5	20	17	-8
CCCCN1CCNC[C@@H]1Cc1ccccc1	-4	0.1	-3	-3	1	7	-78	-1	-3
CCN(Cc1ccccc1)C(c1ccc(C)cc1)c1nnnn1C(C)(C)CC (configuration not stated)	22	-1.2	-2	35	-4	24	17	20	-4

Source: PubChem BioAssay (Sanford-Burnham Center for Chemical Genomics)
